C diff HTS = blocks growth of Clostridium difficile; 0.25% of 86,000 active; AID 1259249; growth activity, negative = inhibition, % at 16 µg/mL (by protocol); Clostridium difficile clinical isolate growth, OD600, 24 h; hits give low values;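 active = mean growth activity at or below -80% and every replicate also at or below -80%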;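 note: 0% = DMSO wells and -100% = levofloxacin 16 µg/mL wells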
Pf Dd2 growth = blocks growth of Plasmodium falciparum Dd2 parasites; P. falciparum Dd2 growth, SYBR Green, 72 h; hits give low values; activity change, % at 10 µM; 2.3% of 94,000 active; AID 1159554; in the data active = activity change below about -80%
GASC1 inh = KDM4C (human) demethylase inhibition; Q9H3R0; GST-KDM4C 2-372, H3K9me3 peptide, LANCE TR-FRET; inhibition, % at 12.5 µM; 0.15% of 96,000 active; AID 720574;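 active = mean replicate inhibition above about 25%, with at least 55% of replicates also reaching it, limit read from the data, passing the limit was not always enough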
Target sequence (Q9H3R0 2-372 limits assumed): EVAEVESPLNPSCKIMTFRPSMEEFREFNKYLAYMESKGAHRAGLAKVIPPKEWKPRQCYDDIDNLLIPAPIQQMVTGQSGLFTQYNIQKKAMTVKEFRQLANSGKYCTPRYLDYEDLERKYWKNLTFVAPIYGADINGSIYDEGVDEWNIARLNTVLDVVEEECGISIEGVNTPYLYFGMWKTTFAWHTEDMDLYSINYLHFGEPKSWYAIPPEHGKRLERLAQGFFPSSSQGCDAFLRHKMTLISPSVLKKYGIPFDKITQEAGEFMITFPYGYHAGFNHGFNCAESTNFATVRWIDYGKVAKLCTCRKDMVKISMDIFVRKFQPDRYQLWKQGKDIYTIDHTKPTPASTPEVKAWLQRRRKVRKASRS
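System – N-terminal GST-fused human GASC-1 (KDM4C) fragment, residues 2-372 · Input – enzyme final amount 10 nM · Technique – LANCE TR-FRET, Eu antibody, ULight-streptavidin, EDTA, ex 340 nm, em 618/671 nm · Medium – HEPES buffer, pH 7.5, plus ascorbate · Incubation – enzyme reaction 30 min, then detection 60 min, both room temperature · Reagent – H3K9me3 peptide with Fe(II)/2OG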
T cruzi growth = T. cruzi proliferation inhibition; inhibition, % at 8.34 µM; 5.9% of 77,000 active; T. cruzi beta-gal in NIH3T3, GalScreen luminescence, 90 h; AID 624255;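 active = mean inhibition above about 93%, with at least 55% of replicates each passing it, limit read from the data, passing the limit was not always enough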
* marks the source's active call; other numbers are inactive results; / = not tested or not shown; & = joins results of further samples.

A first look, 6 compounds:
Results follow in this order: T cruzi growth	GASC1 inh	Pf Dd2 growth	C diff HTS
> C[C@@H]1CN([C@H](C)CO)C(=O)c2cccc(NC(=O)c3cnccn3)c2O[C@@H]1CN(C)C(=O)Nc1cccc2ccccc12
 : -25	2.3	5	0
> Cc1noc(C)c1S(=O)(=O)Nc1cccc2c1O[C@H](CN(C)S(C)(=O)=O)[C@H](C)CN([C@@H](C)CO)C2=O
 : 52	1.3	31	/
> O=C(Nc1cc(F)ccc1F)N1[C@@H]2CNC[C@H]1C2c1ccc(-c2ccncc2)cc1 (some centres not stated)
 : /	-1.0&-0.2	13&14	-10&-4
> COc1ccc(-c2ccc3c(c2)O[C@@H](CN(C)C(C)=O)[C@@H](C)CN([C@@H](C)CO)S3(=O)=O)cc1
 : 58	-1.1	-16	-4
> C[C@H]1CN([C@@H](C)CO)C(=O)CCCn2cc(nn2)CO[C@H]1CN(C)C(=O)Nc1cccc(C(F)(F)F)c1
 : 52	1.6	22	0
> CO[C@@H]1CN(C)C(=O)c2cc(NC(=O)c3ccno3)ccc2OC[C@H](C)N(S(C)(=O)=O)C[C@H]1C
 : /	0.6	-16	1

The list itself, from the first entry:
Results follow in this order: T cruzi growth	GASC1 inh	Pf Dd2 growth	C diff HTS
> C[C@@H]1CN([C@H](C)CO)C(=O)c2cccc(NC(=O)c3cnccn3)c2O[C@@H]1CN(C)C(=O)Nc1cccc2ccccc12
 : -25	2.3	5	0
> Cc1noc(C)c1S(=O)(=O)Nc1cccc2c1O[C@H](CN(C)S(C)(=O)=O)[C@H](C)CN([C@@H](C)CO)C2=O
 : 52	1.3	31	/
> O=C(Nc1cc(F)ccc1F)N1[C@@H]2CNC[C@H]1C2c1ccc(-c2ccncc2)cc1 (some centres not stated)
 : /	-1.0&-0.2	13&14	-10&-4
> COc1ccc(-c2ccc3c(c2)O[C@@H](CN(C)C(C)=O)[C@@H](C)CN([C@@H](C)CO)S3(=O)=O)cc1
 : 58	-1.1	-16	-4
> C[C@H]1CN([C@@H](C)CO)C(=O)CCCn2cc(nn2)CO[C@H]1CN(C)C(=O)Nc1cccc(C(F)(F)F)c1
 : 52	1.6	22	0
> CO[C@@H]1CN(C)C(=O)c2cc(NC(=O)c3ccno3)ccc2OC[C@H](C)N(S(C)(=O)=O)C[C@H]1C
 : /	0.6	-16	1
> O=C(Nc1ccccc1)N1C[C@H]2[C@@H](c3ccccc31)[C@@H](CO)N2Cc1cocn1
 : 65	2.5	7	3
> O=C(Nc1ccc(F)cc1)N1[C@@H]2CNC[C@H]1C2c1ccc(-c2ccc(F)cc2)cc1 (some centres not stated)
 : /	-1.7	-2	40
> O=C(C[C@H]1C[C@@H]2c3cc(NC(=O)NC4CCCC4)ccc3O[C@@H]2[C@@H](CO)O1)NCc1ccccc1
 : -8	-1.7	-18	/
> COc1ccc(CN(C)C[C@H]2OCCCC[C@@H](C)Oc3ccc(NS(=O)(=O)c4cn(C)cn4)cc3C(=O)N([C@H](C)CO)C[C@@H]2C)cc1
 : 20	-0.4	24	-9
> Cc1ccc(S(=O)(=O)N(C)C[C@H]2OCc3ccccc3-c3ccccc3C(=O)N([C@H](C)CO)C[C@H]2C)cc1
 : 31	-2.1	-29	/
> COc1ccc(S(=O)(=O)Nc2cccc3c2O[C@H](CN(C)C(=O)Nc2cccc4ccccc24)[C@@H](C)CN([C@@H](C)CO)C3=O)cc1
 : 39	2.8	39	/
> CN(C)CC(=O)N1[C@H](CO)[C@@H](c2ccccc2)C12CN(Cc1cc(F)ccc1F)C2
 : /	1.3	-40	-1
> C[C@@H]1CN([C@H](C)CO)S(=O)(=O)c2ccc(Br)cc2O[C@H]1CN(C)C(=O)C1CCC1
 : 25	1.4	-12	/
> C[C@H](CO)N1C[C@H](C)[C@H](CN(C)C(=O)Cc2ccccc2)OCCCC[C@H](C)Oc2ccc(NS(=O)(=O)c3cn(C)cn3)cc2C1=O
 : 49	1.3	11	0
> COCC#Cc1cnc2c(c1)C(=O)N([C@H](C)CO)C[C@H](C)[C@@H](CN(C)Cc1ccccc1F)O2
 : -21	0.6	-19	-3
> CN(C)C(=O)c1cccc(-c2ccc3n(c2=O)C[C@H]2N[C@@H]3[C@@H](C(=O)NC3CCC3)[C@@H]2CO)c1
 : 27	0.3	/	-3
> O=C(Nc1ccc(F)cc1)N[C@H]1CC[C@@H](CCn2cc(-c3ccc(F)cc3)nn2)O[C@@H]1CO
 : -18	0.6	10	0
> Cc1ccc(S(=O)(=O)Nc2ccc3c(c2)C(=O)N([C@@H](C)CO)C[C@@H](C)[C@@H](CN(C)CC2CC2)O3)cc1
 : -25	-0.7	-3	-1
> CO[C@@H](CN(C)C(=O)c1cnccn1)[C@@H](C)CN([C@@H](C)CO)S(=O)(=O)c1ccc(C)cc1
 : 51	0.8	21	/
> CCN1[C@@H]2c3ccc(-c4cccc(F)c4)c(=O)n3C[C@H]1[C@H](CO)[C@H]2C(=O)NCCCN(C)C
 : 37	0.5	/	3
> Cc1ccc(S(=O)(=O)N(C)C[C@@H]2OCCCC[C@H](C)Oc3ccc(NC(=O)Nc4ccccc4)cc3C(=O)N([C@H](C)CO)C[C@H]2C)cc1
 : 74	0.5	-90*	8
> O=C(C[C@@H]1CC[C@@H]2[C@H](COC[C@@H](O)CN2CC2CCOCC2)O1)N1CCOCC1
 : -1	0.3	8	/
> C[C@@H]1CN([C@@H](C)CO)C(=O)Cc2cc(NS(=O)(=O)c3cccs3)ccc2O[C@H]1CN(C)C(=O)Nc1ccc(C(F)(F)F)cc1
 : 35	-0.6	-14	-9
> CCC(=O)N1C[C@H](C)[C@H](OC)CN(C)C(=O)c2ccc(NC(=O)NC(C)C)cc2OC[C@@H]1C
 : 18	-0.4	6	/
> C[C@H](CO)N1C[C@H](C)[C@@H](CN(C)Cc2ccccc2)Oc2c(NC(=O)Nc3ccc(C(F)(F)F)cc3)cccc2C1=O
 : 30	-3.2	-7	13
> C[C@@H](NC(=O)C[C@H]1CC[C@H](NC(=O)C2CCOCC2)[C@H](CO)O1)c1ccccc1
 : -6	0.1	1	0
> C[C@@H]1CN([C@H](C)CO)S(=O)(=O)c2ccc(-c3ccncc3)cc2O[C@H]1CN(C)Cc1ccncc1
 : 100	2.3	-43	6
> CC(C)CC#Cc1ccc([C@H]2[C@@H](CO)N3CCCCN(S(=O)(=O)Cc4ccccc4)C[C@H]23)cc1
 : 103*	-2.2	-76	7
> C[C@@H]1CN([C@H](C)CO)C(=O)c2cc(-c3cccnc3)cnc2O[C@H]1CN(C)C(=O)C1CCCCC1
 : 32	0.3	1	2
> CCC(=O)N1C[C@@H](O)COC[C@H]2O[C@@H](CC(=O)N3CCCCC3)CC[C@@H]21
 : -36	2.5	-2	-3&-6
> COCC(=O)N1CCCCN2[C@H](C1)[C@@H](c1ccc(C#Cc3cccnc3)cc1)[C@@H]2CO
 : -34	-1.6	-10	-4
> C[C@@H]1CN([C@H](C)CO)C(=O)c2cc(NC(=O)Nc3ccc(F)cc3)ccc2O[C@@H](C)CCCCO[C@H]1CN(C)Cc1ccncc1
 : 58	2.3	8	5
> CN(C)C(=O)[C@H]1[C@H](CO)[C@H]2Cn3c(ccc(C4=CCCCC4)c3=O)[C@@H]1N2Cc1ccccc1F
 : 31	0.2	-28	-2
> O=C(C[C@@H]1CC[C@@H]2[C@H](COC[C@H](O)CN2Cc2ccc(Cl)cc2)O1)NCCc1ccccc1
 : 32	-0.2	/	-8&-16
> O=C(CC1CC1)N1CC[C@H]2[C@H](CO)Nc3ccc(-c4cccc(F)c4)cc3[C@H]21
 : 31	-2.0	-12	-2
> C[C@H](CO)N1C[C@H](C)[C@@H](CN(C)C(=O)Nc2ccc(F)cc2)Oc2c(NC(=O)c3ccncc3)cccc2C1=O
 : 43	-2.0	22	0
> COc1ccc(S(=O)(=O)N(C)C[C@H]2OCCCC[C@@H](C)Oc3ccc(NC(=O)C4CCCCC4)cc3C(=O)N([C@H](C)CO)C[C@H]2C)cc1
 : 72	-2.1	-60	2
> COc1cccc(NC(=O)N[C@@H]2C=C[C@@H](CC(=O)NCc3ccncn3)O[C@@H]2CO)c1
 : 22	0.9	-34	/
> O=C(CC1CC1)Nc1ccc2c(c1)[C@H]1C[C@H](CC(=O)NC3CCCCC3)O[C@H](CO)[C@H]1O2
 : 84	1.7	-32	-2
> CCC(=O)Nc1ccc2c(c1)C(=O)N(C)C[C@@H](OC)[C@@H](C)CN(C(=O)CN(C)C)[C@@H](C)CO2
 : -31	1.5	/	/
> COc1ccccc1NC(=O)N[C@@H]1C=C[C@H](CC(=O)N[C@H](C)c2ccccc2)O[C@@H]1CO
 : /	-0.4	9	2
> O=C(c1ccc2c(c1)OCO2)N1CC(=O)N2[C@H](CO)[C@@H](c3ccc(-c4ccccc4)cc3)[C@H]2C1
 : /	0.1	6	-8
> COc1ccccc1-c1ccc2c(c1)O[C@@H](CN(C)CC1CC1)[C@@H](C)CN([C@@H](C)CO)S2(=O)=O
 : 90	-2.1	-76	/
> C[C@@H]1CCCCO[C@@H](CN(C)CC2CCCCC2)[C@@H](C)CN([C@H](C)CO)C(=O)c2cc(NC(=O)Cc3ccccc3)ccc2O1
 : 44	-0.9	-4	17
> CCCC(=O)Nc1ccc2c(c1)OC[C@H](C)N(CC1CCOCC1)C[C@H](C)[C@@H](OC)CN(C)C2=O
 : /	3.3	20	-7
> COc1ccc(S(=O)(=O)N(C)C[C@H]2Oc3ccc(NS(=O)(=O)c4ccc(F)cc4)cc3CC(=O)N([C@H](C)CO)C[C@H]2C)cc1
 : 63	-0.4	-11	3
> Cc1noc(C)c1S(=O)(=O)Nc1ccc2c(c1)CC(=O)N([C@H](C)CO)C[C@@H](C)[C@H](CN(C)Cc1ccncc1)O2
 : -52	1.3	12	2
> COCC(=O)Nc1ccc2c(c1)C(=O)N(C)C[C@@H](OC)[C@H](C)CN(Cc1ccccc1)[C@@H](C)CO2
 : 6	2.6	-29	/
> CC(C)NC(=O)Nc1ccc2c(c1)CC(=O)N([C@@H](C)CO)C[C@H](C)[C@H](CN(C)S(=O)(=O)c1ccc(F)cc1)O2
 : 32	0.6	5	-1

Next part.
Results follow in this order: T cruzi growth	GASC1 inh	Pf Dd2 growth	C diff HTS
> C[C@@H]1CN([C@H](C)CO)C(=O)Cc2cc(NS(=O)(=O)c3ccc(F)cc3)ccc2O[C@H]1CN(C)S(=O)(=O)c1cccs1
 : 5	0.6	-33	5
> C[C@H](CO)N1C[C@H](C)[C@H](CN(C)C(=O)Nc2ccccc2)Oc2ccc(NS(C)(=O)=O)cc2C1=O
 : /	-0.5	-6	-1
> CO[C@H]1CN(C)C(=O)c2cc(NC(C)=O)ccc2OC[C@H](C)N(Cc2cc(F)ccc2F)C[C@@H]1C
 : 21	0.6	-8	/
> C[C@@H]1CN([C@H](C)CO)C(=O)c2cc(NC(=O)CCC(F)(F)F)ccc2O[C@H]1CN(C)Cc1ccc(Oc2ccccc2)cc1
 : 26	2.0	-23	-11
> C[C@H](CO)N1C[C@H](C)[C@H](CN(C)Cc2cncnc2)Oc2cc(C3=CCCCC3)ccc2S1(=O)=O
 : 50	1.1	-3	5
> O=C(Nc1ccc(F)cc1)N1CCCCN2[C@H](CO)[C@H](c3ccc(C#Cc4ccccc4)cc3)[C@H]2C1
 : 77	-2.3	-83*	23
> C[C@H]1CN([C@@H](C)CO)C(=O)c2cccc(NS(=O)(=O)c3ccc(F)cc3)c2O[C@H]1CN(C)C(=O)NC1CCCCC1
 : 55	-1.6	-17	-2
> CN1C(=O)c2cc(NC(=O)c3cscn3)ccc2OC[C@H]2O[C@@H](CC(=O)NCC3CC3)CC[C@H]21
 : 6	4.4	-11	-2
> CC(C)NC(=O)N1[C@H](CO)[C@H](c2ccccc2)[C@H]1CNC(=O)CN(C)C
 : -8	0.9	-5	-6
> NCC[C@H]1CC[C@@H](NC(=O)NC2CCCCC2)[C@H](CO)O1
 : /	0.4	30	-2
> C[C@H](CO)N1C[C@H](C)[C@@H](CN(C)Cc2ccc(C(=O)Nc3ccccc3N)cc2)Oc2ccc(NC(=O)Cc3ccccc3)cc2CC1=O
 : /	0.4	-83*	1
